FBPA coupling cs = inhibits coupling enzyme system, counter-screen for aldolase hits. hit rate 0.67% among 290,000. activity change, negative = inhibition, % at 58.2 µM, hits read low. coupling enzyme system counterscreen, AmpLite Red fluorescence; in the data active = activity change below about -30%; also: % is scaled to controls: 0 for no effect and ±100 for the full control effect
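Activity here indicates interference with the coupling reaction, not aldolase inhibition. Compounds at 57.5 uM final met coupling enzymes for 10 min at RT; substrate and AmpLite Red detection followed, with a 525/598 nm fluorescence read after 20 min.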
S-ASM inh = inhibitors of human secretory acid sphingomyelinase; Potency, µM (series often up to 57.5 µM), for the others: at the top dose activity change, negative = inhibition, usual class: inhibitors; hit rate 0.006% among 340,000; placental ASM, HMU-PC fluorogenic substrate, 60 min; also: potency is read from the fitted curve at half-maximal effect
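Steps: dispense placental human ASM, pin compound, wait 10 min at room temperature, add HMU-PC0 substrate at 9 uM final, incubate 60 min at 37 °C, add stop solution raising pH to 10, read fluorescence.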
CXXC DNA block = blocks binding of human MLL CXXC domain to DNA; Q03164; MLL-CXXC / FITC-HOXA9 DNA fluorescence polarization; Potency, µM (doses to about 115 µM), without a hit: top-dose activity change, negative = inhibition, actives largely listed as inhibitors; hit rate 0.037% among 290,000; AID 2662; active = well fitted inhibition curve with a large enough effect in the polarisation, with a control signal flat, not every such curve was filed as active; inconclusive = small, poorly fitted or top-dose-only effect, or effect the other way, or a change in a side signal; inactive = no such curve, though single readings can be large or run the other way; the % refers to the polarisation; also: potency is read from the fitted curve at half-maximal effect
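Steps: dispense CXXC domain solution (7 uM) → pin compounds or unlabeled HOX-A9 DNA control → 5 min ambient → add FLSN-HOX-A9 solution (50 nM) → spin → 30 min ambient → fluorescence polarization. Tris pH 7.5/NaCl/DTT/BSA buffer.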
MBNL1-CUG inh = inhibitors of human MBNL1 binding to CUG repeat RNA. Q9NR56. TR-FRET MBNL1-His/biotin-(CUG)12 binding, 665/545 ratio. Potency, µM (titrated, usually from 57.5 µM), inactives show top-dose activity change, negative = inhibition, usual class: inhibitors. hit rate 0.036% among 280,000; active = well fitted inhibition curve with a large enough effect in the signal ratio, with a control signal flat, not every such curve was filed as active; inconclusive = small, poorly fitted or top-dose-only effect, or effect the other way, or a change in a side signal; inactive = no such curve, though single readings can be large or run the other way; the % refers to the signal ratio; also: potency is read from the fitted curve at half-maximal effect; % is scaled to controls: 0 for no effect and ±100 for the full control effect
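His-tagged MBNL1 binding to biotinylated (CUG)12 RNA was measured by TR-FRET using terbium anti-His antibody (0.055 ng/ul final) and streptavidin-XL665 (5 nM final). Compounds were titrated 92 nM to 58 uM; 60 min at room temperature.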
GALK inhibitor = inhibitors of human galactokinase | P51570 | AID 1868 | Potency, µM (highest dose often 57.5 µM), for the others: at the top dose activity change, negative = inhibition, usual class: inhibitors | Purified GALK, Kinase-Glo residual ATP luminescence | hit rate 0.007% among 270,000; also: potency is read from the fitted curve at half-maximal effect; % is scaled to controls: 0 for no effect and ±100 for the full control effect
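GALK at 5 nM final was combined with compound, 35 uM ATP and 100 uM galactose in HEPES pH8.0 with MgCl2 and DTT. The reaction ran one hour at room temperature before luminescent ATP detection.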
A-T KAP1 phos = potential ataxia-telangiectasia treatments restoring KAP-1 phosphorylation | Potency, µM (top dose mostly 57.5 µM), inactives show at the highest dose activation, usual class: activators | hit rate 0.19% among 320,000 | […] A-T fibroblasts, KAP-1 phosphorylation AlphaLISA; neocarzinostatin DNA damage 30 min before lysis; also: potency is read from the fitted curve at half-maximal effect; % of control where 0% means no effect; nearly all actives have a fitted effect of over 45% in size
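hTERT-immortalized A-T patient fibroblasts ([…]), 500 cells/well in OPTI-MEM, 1% FBS, got compounds for 60 min, then NCS for 30 min at 37C. Lysates were then assayed for phospho-KAP-1 by AlphaLISA (anti-pKAP1 donor, anti-KAP1 acceptor beads), 6 hr at 25C.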
Integrin act MD = activators of alpha7 integrin expression for muscular dystrophy | alpha7betagal myoblasts, beta-gal FDG fluorescence, 48 h | Potency, µM (doses to about 38.3 µM), without a hit: at the top dose activation, usual class: activators | hit rate 0.064% among 350,000 | AID 624291;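 also: potency is read from the fitted curve at half-maximal effect; 100% = response of the positive control SU9516; nearly all actives have a fitted effect of over 60% in size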
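alpha7betagal+/- myoblasts (passage 13, 250/well) treated 48 h at 37C with compounds at 1:260 dilution of DMSO stock. Lysed, then beta-galactosidase activity read as FDG fluorescence (ex 480/em 540) after 30 min, with pre-read for autofluorescence.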
TRPV1 agonist = human TRPV1 agonism | Q8NER1 | TRPV1-expressing cells, Fluo-8 calcium influx, agonist mode | activation, % at 8.33 µM | hit rate 0.19% among 320,000; in the data active = activation above about 80%; inconclusive = between about 30% and that limit; also: 0% is about no effect
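Fluo-8 calcium influx in TRPV1-expressing cells, kinetic read (ex 480/em 520 nm). Compound added and read 3 min for agonist activity, followed by capsaicin at EC20 final and 2 min further read for enhancement.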
hERG WT inh = inhibitors of human wildtype KCNH2 potassium channel | Q12809 | AID 720551 | hit rate 0.37% among 340,000 | U2OS, BacMam KCNH2, thallium flux FluxOr; hits give low values | activity change, % at 1.84 µM;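 active = maximum activity change below -70%; inconclusive = maximum activity change between -70% and -50%; inactive = maximum activity change above -50%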; also: % is scaled to controls: 0 for no effect and ±100 for the full control effect
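U2OS cells were transduced with wild-type KCNH2 virus (2.03 x 10^8 / mL) for 4 h at room temperature, then cultured overnight at 37 C. Thallium flux was read with FluxOr dye. Rate constants were normalized to DMSO controls.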
KCNH2 3.1 inh = blocks the human KCNH2 3.1 channel isoform; U2OS KCNH2 3.1, thallium flux FluxOr; hits give low values; activity change, % (tested at about 1.8 µM); hit rate 0.95% among 340,000; AID 720553;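 active = maximum activity change below -70%; inconclusive = maximum activity change from -70% to -50%; inactive = maximum activity change above -50%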;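 also: thallium influx rate constant from kinetic fluorescence after stimulation buffer; % is scaled to controls: 0 for no effect and ±100 for the full control effect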
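Kinetic fluorescence (2 min after stimulation buffer) measures Tl+ influx through KCNH2 3.1 expressed by viral transduction in U2OS cells; the rate constant is normalized against DMSO controls serving as positive and negative references.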
Numbers without * were called inactive; ? = inconclusive; · = not tested or not shown; [ ] = dose if it differs, or a comment. Unless noted, calls follow the shape of the dose curve; as a rule, active = well fitted curve in the direction sought with a large enough effect; inconclusive = small, poorly fitted or top-dose-only effect, or another doubt; inactive = no such curve, though single readings can be large; an effect the other way counts as inactive or inconclusive. Compounds were not picked by outcome. Share with any hit: about 2%.

mol	FBPA coupling cs	S-ASM inh	CXXC DNA block	MBNL1-CUG inh	GALK inhibitor	A-T KAP1 phos	Integrin act MD	TRPV1 agonist	hERG WT inh	KCNH2 3.1 inh
CCOc1ccccc1NC(=O)c1ccc(S(=O)(=O)N(C)c2ccccc2)cc1	·	0%	·	·	·	1%	-26%	1	1	6
NC1=C(O)C(=O)C(c2ccccc2)O1 (configuration not stated)	-4	-1%	2%	-5%	2%	0%	-34%	4	-1	6
N=C(c1ccc([N+](=O)[O-])cc1)N1CCCCC1	-1	8%	18%	?	0%	4%	6%	-2	-8	8
Cc1ccc(S(=O)(=O)CCC(=O)Nc2nnc(-c3ccco3)o2)cc1	·	-1%	·	·	·	3%	-54%[inhibitor]	-1	1	5
CSc1nnnn1-c1ccc(C(=O)OCC(=O)N2CCOCC2)cc1	4	4%	3%	-1%	-2%	-8%	-29%	-4	5	14
Cc1cc2[nH]c(=O)c3ccccc3n2n1	2	5%	0%	7%	2%	7%	0%	0	-3	1
CNCc1cc(Br)c(OCC(=O)Nc2ccccc2OC)c(OC)c1	1	-1%	7%	-9%	7%	0%	-56%[inhibitor]	0	14	3
NS(=O)(=O)c1ccc(CNC(=O)/C=C/c2ccccc2[N+](=O)[O-])cc1	0	1%	13%	?	-1%	2%	-5%	-5	4	-4
CCNC(=O)/C(=C/c1ccco1)NC(=O)/C=C/c1ccccc1	-24	-3%	8%	?	-1%	10%	-10%	-6	0	4
CCc1nnc(NC(=O)CSc2nncc(=O)n2N)s1	-4	-1%	?	2%	5%	4%	-9%	1	-10	-7
CC(=O)N1c2ccc(S(=O)(=O)N3CCC(C(=O)N4CCN(c5ccc(Cl)cc5)CC4)CC3)cc2CC1C (configuration not stated)	·	?	2%	2%	-5%	11%	-47%[inhibitor]	1	25	11
COc1ccc2c(=O)c3c(=O)n(-c4ccccc4)c(-c4ccc(C)cc4)nc3oc2c1	0	-3%	3%	6%	-1%	-3%	-5%	0	12	9
O=C(CCC(=O)Nc1ccc(F)cc1)N/N=C/c1cccc(Br)c1	-31*	-5%	3%	2%	-1%	-1%	-2%	14	1	4
COc1cccc(C2=NOC(C(=O)N3CCOCC3)C2)c1 (configuration not stated)	4	1%	3%	-8%	0%	-6%	20%[7.66 µM]	4	-4	-2
CC(=O)COc1cc(C)cc2oc(=O)c(C)c(C)c12	2	2%	0%	-10%	4%	-5%	-1%	-4	-4	-5
O=C(NCc1ccccn1)Nc1ccc(Cl)cc1Cl	0	0%	?	-2%	3%	10%	-8%	14	-7	3
Cc1ccc(F)cc1NC(=O)Nc1cc(C(C)(C)C)nn1C	0	-3%	-12%	-23%	·	3%	15%	1	0	-13
CC(=O)Oc1cc(OC(C)=O)c2c(C)cc(=O)oc2c1	0	·	23%	26%	6%	8%	7%	-1	4	2
C=CCn1c(O)c(N=NC(=S)Nc2ccccc2C)c2cc(S(=O)(=O)N3CCOCC3)ccc21	-2	-15%	3%	?	·	-12%	-6%	2	-13	-21
COc1cc(C2c3[nH]c4ccccc4c3C[C@H]3C(=O)N(CCO)CC(=O)N23)cc(OC)c1OC (some centres not stated)	-1	-1%	5%	-5%	-2%	-7%	3%	0	5	-1

Next structures:
mol	FBPA coupling cs	S-ASM inh	CXXC DNA block	MBNL1-CUG inh	GALK inhibitor	A-T KAP1 phos	Integrin act MD	TRPV1 agonist	hERG WT inh	KCNH2 3.1 inh
CC1CCN(S(=O)(=O)c2cccc(C(=O)N(C)C3(C)CCS(=O)(=O)C3)c2)CC1 (configuration not stated)	0	-1%	4%	4%	8%	-8%	6%	-2	15	31
COc1ccc2c(c1)CCc1c(C(=O)N(C)c3ccccc3)noc1-2	-1	-1%	0%	3%	-1%	-1%	0%	7	9	16
COc1ccc(CCNC(=O)CSc2nnc3ccccn23)cc1	0	-2%	-4%	0%	-3%	-3%	0%	3	-1	6
O=c1[nH]cnc2cc(Cl)ccc12	2	4%	14%	-9%	-1%	-17%	-11%	-1	-20	-1
NS(=O)(=O)c1ccc(NC(=O)COC(=O)C2CCCCC2)cc1	2	5%	-8%	-2%	7%	-1%	0%	6	-5	-14
c1ccc(NCc2cccc3ccccc23)nc1	-1	0%	2%	?	0%	8%	0%	12	12	-1
CCOc1ccc(S(=O)(=O)NCCC(=O)OCC(=O)Nc2cc(C)on2)cc1	-1	0%	-1%	0%	2%	-8%	-17%	-1	4	20
COc1ccc2[nH]c3c(c2c1)CCN1C(=O)C(CC(=O)NC(C)(C)C)C[C@H](C(=O)N2CCCCC2)[C@@]31CCc1ccccc1 (some centres not stated)	·	-27%	·	·	·	0%	-9%	·	17	2
CCCn1cc(SCC(=O)NCc2ccco2)c2ccccc21	1	-2%	20%	4%	-5%	-5%	-7%[7.66 µM]	12	-8	-7
Cc1ccc(C)c(NC(=O)COC(=O)CCC(=O)c2cccs2)c1	0	0%	6%	-4%	1%	5%	0%	14	2	-9
O=C(Nc1nnc(SCc2ccc(F)cc2)s1)c1cnccn1	-6	1%	1%	-1%	1%	8%	23%	4	-3	1
O=C(NCC1CCCO1)Nc1ccccc1 (configuration not stated)	2	0%	7%	-6%	2%	0%	0%	-2	-7	5
CCOc1cccc(NC(=O)c2ccc(S(=O)(=O)N(C)C)cc2)c1	1	-6%	1%	0%	2%	10%	15%	?	1	5
COC(=O)C(NC(=O)c1ccc(Cl)cc1)(Nc1nc(C)cs1)C(F)(F)F (configuration not stated)	2	3%	2%	-5%	-1%	3%	-28%[7.66 µM]	-1	-3	5
Cc1ccn2cc(CCNS(=O)(=O)c3ccc(F)c(C(F)(F)F)c3)nc2c1	0	0%	4%	5%	0%	6%	0%	2	-7	3
CCOC(=O)c1c(C)sc(Sc2ccc(Cl)cc2[N+](=O)[O-])c1OC	-2	-10%	-1%	15%	-5%	7%	10%	1	28	-18
Cc1oc(S(=O)(=O)N2CCOCC2)cc1C(=O)Nc1ccc(Cl)cc1	0	-3%	-5%	-9%	1%	-4%	5%	?	6	9
Cc1ccc(C(=O)Nc2cccc3ncccc23)cc1[N+](=O)[O-]	0	1%	-4%	27%	-4%	-1%	-19%	23	-34	-4
Cc1cc(Cn2nc(-c3ccccc3)cc2C(=O)NCc2cccc(Br)c2)on1	·	-12%	·	·	·	0%	-7%	19	1	-3
Cc1cccc(NC(=O)C2=C(O)c3ccccc3N(C)S2(=O)=O)c1	0	11%	6%	-4%	-16%	1%	-5%	4	-8	-1

(more compounds)
mol	FBPA coupling cs	S-ASM inh	CXXC DNA block	MBNL1-CUG inh	GALK inhibitor	A-T KAP1 phos	Integrin act MD	TRPV1 agonist	hERG WT inh	KCNH2 3.1 inh
CC[C@@H]1C(c2ccc(F)cc2)=NN(c2ccccc2)[C@H]1C(=O)N1CCOC1=O	-1	116%[activator]	·	·	·	8%	-6%	·	-26	4
COc1ccc2c(c1)CN(C)S(=O)(=O)c1ccccc1-2	·	1%	·	·	·	3%[11.5 µM]	-7%	·	4	3
O=C(Nc1ccc2c(c1)OCCO2)c1ccc2nccnc2c1	-5	0%	17%	?	11%	2%	0%	11	-4	-5
COc1ccc(N2C(=O)CC(N3CCN(S(=O)(=O)c4c(C)cc(C)cc4C)CC3)C2=O)cc1 (configuration not stated)	·	-2%	·	·	·	0%	-5%	9	-7	4
CCN(C(=O)c1cnc(OC)cc1C(F)(F)F)c1ccc(Cl)cc1Cl	1	0%	-2%	-6%	1%	-1%	-15%	18	0	5
O=C(c1ccc(F)cc1F)N1CCCC(c2nc(-c3cccs3)no2)C1 (configuration not stated)	3	-1%	-2%	-1%	0%	7%	?	13	-5	-10
COc1ccccc1C1=NOC(Cn2c(NCCCO)nc3c2c(=O)n(C)c(=O)n3C)C1 (configuration not stated)	1	-1%	-3%	-9%	-1%	4%	2%	-1	2	4
CC(=O)Nc1cccc(NC(=O)CSc2nnc(Cc3cccn3C)n2-c2ccc(C)cc2)c1	0	1%	-8%	5%	0%	-3%	-10%	-2	-7	1
O=S(=O)(/N=C/c1c(O)ccc2ccccc12)c1cccs1	-50*	·	1%	?	0%	-6%	·	-5	·	·
Cc1ccc(CN2C(=O)C(Cc3ccccc3)Nc3ncnc(N4CCCCC4)c32)cc1 (configuration not stated)	·	10%	·	·	·	7%	-8%	?	-7	14

Three compounds from above, arranged by the value under TRPV1 agonist, high to low:
SMILES	TRPV1 agonist
O=C(Nc1ccc2c(c1)OCCO2)c1ccc2nccnc2c1	11
COc1ccccc1C1=NOC(Cn2c(NCCCO)nc3c2c(=O)n(C)c(=O)n3C)C1 (configuration not stated)	-1
O=S(=O)(/N=C/c1c(O)ccc2ccccc12)c1cccs1	-5

Bioassay records as filed in PubChem.
